Screening data: PubChem, Broad Institute
ERp5 inh: inhibitors of ERp5-driven insulin aggregation, primary screen, biochemical, turbidity, absorbance 650 nm, single point | 90 min | inhibition, % at 9.99 µM | Protein disulfide-isomerase A6 (Homo sapiens), Q15084 | 0.05% of 350,000 active;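 active means mean replicate inhibition above about 25%, with every replicate also reaching it, limit read from the data, passing the limit was not always enough; inconclusive means only one of those two criteria met; inactive means neither criterion met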
Target sequence (Q15084 whole entry, looked up): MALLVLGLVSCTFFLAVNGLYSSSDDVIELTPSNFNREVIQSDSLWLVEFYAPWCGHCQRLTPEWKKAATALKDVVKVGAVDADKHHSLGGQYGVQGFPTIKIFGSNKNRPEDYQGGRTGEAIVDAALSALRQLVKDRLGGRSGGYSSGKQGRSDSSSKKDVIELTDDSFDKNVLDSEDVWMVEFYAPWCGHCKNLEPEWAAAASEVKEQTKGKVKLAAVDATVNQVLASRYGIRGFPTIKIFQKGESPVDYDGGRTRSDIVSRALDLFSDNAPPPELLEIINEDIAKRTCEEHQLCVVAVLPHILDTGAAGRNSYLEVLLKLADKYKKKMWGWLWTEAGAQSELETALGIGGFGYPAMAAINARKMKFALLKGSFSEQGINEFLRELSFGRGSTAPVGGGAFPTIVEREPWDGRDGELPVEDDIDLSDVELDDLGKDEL
ARNT TACC3 PPI: disruptors of ARNT/TACC3 protein interaction, primary screen, biochemical, AlphaScreen, single concentration; AlphaScreen His-ARNT PAS-B/GST-TACC3 binding, luminescence; TACC3 fragment carries E629A point mutation; inhibition, % at 9.99 µM; 0.66% of 390,000 active;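 active means mean inhibition of replicates at least 50% and at least half of replicates each reaching 50%; inconclusive means half or more replicates reach 50% but mean below 50%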;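 further: 0% = complete ARNT plus TACC3 wells and 100% = ARNT alone without TACC3; many hits fall short of the cut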
EWS-Fli block: EWS/Fli-driven NR0B1 reporter inhibitors, primary screen, A673 cells, NR0B1 luciferase, luminescence, MLPCN library. viability-normalised. inhibition, % at 12.6 µM. 0.67% of 350,000 active;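 active means mean inhibition of at least 50% after viability correction, with every replicate also passing that limit; inconclusive means mean reaches 50% but only one of two replicates passes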;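 further: firefly luciferase signal divided by Alamar Blue viability fluorescence both relative to DMSO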
XiGFP reactiv: activators of inactive X chromosome reactivation, primary screen, imaging, XiGFP fibroblasts, GFP high-content imaging, set 2 | XiGFP mouse fibroblasts, % GFP-positive cells imaging, 3 d; cells co-treated with 5-aza-dC sensitizer; scaled so ellipticine positive control = 100% | activation, % at 7.58 µM | 0.055% of 360,000 active;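 active means mean normalized replicate activation at least 10% and every replicate at or above 10%; inconclusive means only one of the two criteria met; inactive means mean below 10% and not all replicates reach 10%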;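 further: 0% = median of on-plate neutral control wells and 100% = ellipticine 6 µM median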
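Schedule: 3 d treatment, 15 min room-temperature fixation; system: 68-5-11 XiGFP fibroblast line; buffer or medium: DMEM plus 5-aza-dC sensitizer; control set: ellipticine 6 µM positive control; compound: one concentration, pinned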
INS-1E GSIS act: GLuc luminescence reporter in INS-1E cells, primary screen for activators of glucose-dependent secretion of insulin; AID 743287, 2014; INS-1E GLuc reporter insulin secretion, 2-3 h; 0.61% of 370,000 active; activation, % at 16.6 µM;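 active means lowest replicate activation of at least 40%, so every replicate reaches that level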;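 further: 0% = median of neutral control wells and 100% = median of IBMX positive control wells; some compounds called inactive have numbers as strong as hits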
DENV2 CPE: inhibitors of DENV2 cytopathic effect, primary screen, cell-based, plate reader, single concentration | DENV2-infected cells, cytopathic effect rescue | 1.7% of 350,000 active | CPE inhibition, % at 9.99 µM; in the data active means CPE inhibition above about 20%, passing the limit was not always enough; inconclusive means no clear call, values can overlap the other calls; tested in BHK-21 cells;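 further: 0% = median of neutral control wells and 100% = median of positive control wells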
PAX8 inh HTS: inhibitors of PAX8-driven TPO luciferase reporter, primary screen, RMG-I cells, single concentration. inhibition, % at 12.6 µM. 1.2% of 360,000 active. SteadyGlo, 24 h. AID 652154, 2013;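 active means mean replicate inhibition at least 60% with every replicate also reaching 60%; inconclusive means only one of the two criteria is met; inactive means mean below 60% and not all replicates reaching 60%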;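 further: luciferase light reporting Pax8 driven TPO promoter activity; plate controls were median of neutral control wells for no effect and mitoxantrone controls for full effect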
F508del corr: F508del CFTR correction, initial screen, CFBE line, single point | CFBE cells, YFP halide quenching; stimulated with forskolin plus potentiator P3; % fluorescence drop versus neutral controls | activity (quench increase), % at 7.58 µM | 0.36% of 350,000 active | AID 720511, 2013;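 active means mean added fluorescence quench of at least 8% versus neutral control, with both replicates also reaching 8%; inconclusive means only one of the mean or replicate conditions met; inactive means mean below 8% and not both replicates reaching 8%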;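 further: cells transiently co-express mutant CFTR-F508del with the halide-sensitive YFP; corrector assay measuring rescue of mutant channel to the surface after 24 h compound exposure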
The depositor's hits bear a star; ? = inconclusive; . = no result given. Random draw from the library (roughly 4.2% active in at least one column).

SMILES | ERp5 inh | ARNT TACC3 PPI | EWS-Fli block | XiGFP reactiv | INS-1E GSIS act | DENV2 CPE | PAX8 inh HTS | F508del corr
Cc1ccc(CNC(=O)Cn2cccc2C(=O)c2ccccc2C)cc1 | -1 | -7 | -22 | 0.0 | 3 | . | -2 | -3.0
N#CCSc1nnc(SCC#N)s1 | 1 | -13 | -88 | 0.0 | 5 | . | 25 | -7.3
COc1ccc(OC)c(CN2CCN(CCc3ccccc3)C(CCO)C2)c1 (stereo not drawn) | -4 | 9 | 22 | 0.0 | -11 | 3 | 4 | 1.5
CCOc1ccccc1NC(=O)c1ccc(S(=O)(=O)N2CCCCC2)cc1 | 6 | -2 | 16 | 0.4 | -14 | -2 | -10 | 0.1
CCCNC(=O)N1[C@H](C#N)[C@H](c2ccccc2)[C@H]1CO | 0 | -2 | 3 | 0.1 | 3 | 19 | -6 | 0.4
CCOC(=O)[C@@H]1[C@H]2COc3ccccc3[C@@H]2N2C(=O)N(c3ccc(C(F)(F)F)cc3)C(=O)[C@]12C | 6 | 2 | 3 | 0.1 | -23 | -8 | 4 | 1.0
COc1cccc(C(=O)NNS(=O)(=O)c2ccccc2)c1 | 6 | . | -3 | 0.0 | 3 | ? | 7 | -0.1
NC(=O)c1cc(NC(=O)CCc2nc3ccccc3s2)cc(C(N)=O)c1 | 0 | 3 | -6 | 0.0 | 0 | -4 | -19 | -0.4
C[C@@H](C(=O)NCc1ccccn1)[C@@H]1C[C@@]1(C)[C@@H](NC(=O)OCc1ccccc1)c1ccccc1 | 1 | 3 | -7 | 0.0 | -17 | . | -7 | -2.5
O=C(C[C@@H]1CC[C@H]2[C@@H](COC[C@@H](O)CN2Cc2ccccc2)O1)N[C@@H]1CCN(Cc2ccccc2)C1 | 0 | -1 | 3 | 0.0 | 2 | -7 | 2 | 1.6
C[C@@H]1CN([C@@H](C)CO)C(=O)c2cccc(NC(=O)Nc3ccc4c(c3)OCO4)c2O[C@H]1CN(C)S(=O)(=O)c1ccc(F)cc1 | 20 | 4 | -12 | 0.0 | 32 | -6 | 23 | -2.5
COc1cccc(/C=N/Nc2cc(N3CCOCC3)ncn2)c1O | 2 | 49* | -40 | 0.0 | 1 | 0 | 33 | 5.3
C[C@H]1CN([C@@H](C)CO)C(=O)Cc2cc(NC(=O)Cc3ccccc3)ccc2O[C@@H]1CN(C)C(=O)Nc1ccc(F)cc1 | 0 | -5 | -7 | -0.9 | -4 | 6 | -7 | 0.9
O=C(NCC[C@H]1CC[C@H](NC(=O)C2CC2)[C@H](CO)O1)Nc1ccc(Cl)cc1 | -2 | -5 | -7 | -0.1 | 0 | 8 | . | -0.5
C[C@H]1CN([C@@H](C)CO)S(=O)(=O)c2ccc(C#Cc3ccc(F)cc3)cc2O[C@@H]1CN(C)C(=O)NC1CCCC1 | 0 | 0 | 37 | -1.2 | -6 | -25 | . | 5.1
CS(=O)(=O)N(C(=O)NC(=O)NC1CCS(=O)(=O)C1)C1CCCCC1 (stereo not drawn) | 0 | -19 | 6 | . | 3 | 8 | . | 1.9
CC(C)OC(=O)c1sc2nc(-c3ccccc3)ccc2c1N | 2 | -13 | -7 | . | -2 | -3 | . | -3.5
COc1ccccc1S(=O)(=O)N(C)C[C@@H]1OCc2ccccc2-c2ccccc2C(=O)N([C@H](C)CO)C[C@@H]1C | -5 | 8 | -1 | -0.1 | -1 | -5 | 9 | -0.3
O=C(Nc1ccc2c(c1)OCO2)N1C[C@@H]2N[C@H](C1)C2c1ccc(-c2ccccc2)cc1 (stereo partly drawn) | 1 | . | -7 | 0.0 | 0 | 2 | 11 | 0.8
CCN(C(=S)NCc1ccccc1)c1cccc2ccccc12 | -1 | -10 | 5 | -0.1 | -6 | -4 | 1 | 1.1
CN(C)C(=O)[C@@H]1[C@@H](CO)[C@@H]2Cn3c(cccc3=O)[C@@H]2N1C(=O)C1CCCC1 | -4 | . | -6 | 0.0 | 9 | -1 | . | 4.6
Cc1ccc(C(=O)N2CCN(Cc3ccccc3)CC2)o1 | 1 | -7 | -8 | 0.1 | 3 | -3 | 4 | 1.6
CC(C)OCCCNc1ncc2c(n1)CC(c1ccccc1)CC2=O (stereo not drawn) | -1 | . | 0 | 0.2 | 15 | -2 | 4 | .
O=C(CN1c2ccccc2Sc2ccccc21)N/N=C/c1ccc(Cl)cc1Cl | 7 | -1 | -12 | 0.0 | -7 | 10 | -5 | -3.6
CCNS(=O)(=O)c1ccc(NC(=O)c2cncc(Br)c2)cc1 | 0 | -2 | 4 | 0.9 | . | -7 | -14 | .
CCC(=O)N(Cc1ccc(S(N)(=O)=O)cc1)C1CC(=O)N(c2ccccc2)C1=O (stereo not drawn) | -1 | -2 | -3 | 0.0 | 0 | 8 | -1 | 2.6
O=C(N[C@@H]1CC[C@@H](CCn2cc(C3CCCCC3)nn2)O[C@H]1CO)c1cccnc1 | 1 | -24 | -10 | -0.3 | -8 | 1 | -9 | -2.1
Brc1ccccc1-c1nnc(CSc2nnnn2-c2ccccc2)o1 | -4 | -1 | -22 | . | -2 | 2 | . | -0.3
Cc1ccnc(NC(=O)CCCc2c[nH]c3ccccc23)c1 | -13 | -1 | -17 | 0.3 | 7 | -3 | 12 | -4.2
COc1ccc(/C=C/C(=O)Nc2ccc3c(c2)CCC3)cc1OC | . | -1 | . | -0.1 | -16 | . | -20 | .

An excerpt from above in order of the F508del corr value, falling:
Compound | ERp5 inh | ARNT TACC3 PPI | INS-1E GSIS act | DENV2 CPE | F508del corr
CCC(=O)N(Cc1ccc(S(N)(=O)=O)cc1)C1CC(=O)N(c2ccccc2)C1=O (stereo not drawn) | -1 | -2 | 0 | 8 | 2.6
Cc1ccc(C(=O)N2CCN(Cc3ccccc3)CC2)o1 | 1 | -7 | 3 | -3 | 1.6
CCN(C(=S)NCc1ccccc1)c1cccc2ccccc12 | -1 | -10 | -6 | -4 | 1.1
O=C(Nc1ccc2c(c1)OCO2)N1C[C@@H]2N[C@H](C1)C2c1ccc(-c2ccccc2)cc1 (stereo partly drawn) | 1 | . | 0 | 2 | 0.8
CC(C)OC(=O)c1sc2nc(-c3ccccc3)ccc2c1N | 2 | -13 | -2 | -3 | -3.5
O=C(CN1c2ccccc2Sc2ccccc21)N/N=C/c1ccc(Cl)cc1Cl | 7 | -1 | -7 | 10 | -3.6

(more compounds)
SMILES | ERp5 inh | ARNT TACC3 PPI | EWS-Fli block | XiGFP reactiv | INS-1E GSIS act | DENV2 CPE | PAX8 inh HTS | F508del corr
CCOc1ccc(Nc2nc(N)nc(CN(C)C3CCCCC3)n2)cc1 | . | 63* | . | 0.2 | 3 | . | -7 | .
CC(C)(C)OC(=O)C[C@@H]1C/C=C\C[C@@H](CC(=O)N(CCO)Cc2ccccc2)C(=O)N2CCC[C@@H]2COC1=O | 1 | -4 | 5 | -0.1 | -6 | -12 | -1 | 2.8
COc1ccc(CN(C)C[C@H]2Oc3ccc(NC(=O)Nc4ccc5c(c4)OCO5)cc3CC(=O)N([C@H](C)CO)C[C@H]2C)cc1 | 3 | 11 | -15 | 0.3 | -7 | 9 | 103* | 0.5
COc1ccccc1NC(=O)N[C@H]1CC[C@@H](CCNS(=O)(=O)c2ccccc2)O[C@@H]1CO | -7 | . | 5 | 0.2 | 17 | 5 | -2 | -5.4
OC(c1ccccc1)(c1ccccc1)c1nccc2ccccc12 | 2 | 3 | -22 | -0.1 | 6 | -1 | 19 | 2.4
COCCN1C(=O)N(C)[C@@H](c2ccccc2)C(C(C)=O)=C1C | -1 | -2 | 3 | 0.0 | 3 | -5 | -13 | 0.0
O=C1ON=C(c2ccccc2)/C1=C\c1ccco1 | 1 | 1 | 8 | 0.0 | . | ? | 7 | -1.8
CNC(=O)[C@H]1O[C@@H](n2cnc3c(NCc4cccc(I)c4)ncnc32)[C@H](O)[C@@H]1O | 2 | -9 | -11 | 0.4 | . | 0 | 15 | 2.0
CCn1c(C2CC(=O)N(Cc3ccccc3)C2)nc2ccccc21 (stereo not drawn) | -9 | -2 | 8 | 0.0 | . | -8 | 3 | 0.4
CCCNC(=O)C[C@H]1CC[C@@H]2[C@H](COc3ccc(NC(=O)COC)cc3C(=O)N2C)O1 | . | -3 | -1 | 0.2 | 6 | -1 | -13 | 0.2
S=C(Nc1cccc2ccccc12)Nc1cccc2ccccc12 | 3 | 1 | -45 | 0.1 | . | -9 | -2 | -2.5
FC(F)(F)c1ccccc1Cc1c(-c2cccc(Br)c2)nc2ccc(Cl)cn12 | 3 | . | -8 | 0.1 | -7 | 3 | -30 | 3.2
CC(C)c1ccc(CNc2ccc([N+](=O)[O-])cn2)cc1 | 5 | -3 | -74 | 0.1 | -21 | -10 | -99 | -1.6
COc1cccc2c1OCC/C2=N\NC(=O)COc1ccc(C)cc1 | 8 | -6 | 0 | 0.4 | -7 | -8 | -7 | .
CO[C@@H]1CN(C)C(=O)c2cc(NC(=O)c3cnccn3)ccc2OC[C@@H](C)N(C(C)=O)C[C@@H]1C | -6 | 2 | 1 | 0.1 | 9 | 2 | 3 | 1.3

Taken from above, two compounds:
SMILES | ERp5 inh | ARNT TACC3 PPI | EWS-Fli block | XiGFP reactiv | INS-1E GSIS act | DENV2 CPE | PAX8 inh HTS | F508del corr
COc1cccc2c1OCC/C2=N\NC(=O)COc1ccc(C)cc1 | 8 | -6 | 0 | 0.4 | -7 | -8 | -7 | .
CO[C@@H]1CN(C)C(=O)c2cc(NC(=O)c3cnccn3)ccc2OC[C@@H](C)N(C(C)=O)C[C@@H]1C | -6 | 2 | 1 | 0.1 | 9 | 2 | 3 | 1.3

The list goes on:
SMILES | ERp5 inh | ARNT TACC3 PPI | EWS-Fli block | XiGFP reactiv | INS-1E GSIS act | DENV2 CPE | PAX8 inh HTS | F508del corr
COc1ccc(/C=N/NC(=O)c2cccc(NC(C)=O)c2)c(OC)c1 | 1 | -3 | 4 | 0.0 | -6 | -10 | 17 | 0.3
O=C(NCc1ccccc1)c1ccc(NC(=O)C2CCCO2)cc1 (stereo not drawn) | 4 | -3 | -5 | 0.4 | -19 | 17 | . | -2.0
CC(=O)Nc1ccc(NC(=O)C(C)Oc2ccc(Cl)cc2Cl)cc1 (stereo not drawn) | -2 | . | 7 | 0.3 | -5 | 1 | -10 | -0.7
C[C@@H]1CN([C@H](C)CO)S(=O)(=O)c2ccc(-c3ccc(C(=O)N(C)C)cc3)cc2O[C@H]1CN(C)C | 5 | -1 | 1 | -1.4 | 3 | 17 | . | 0.7
COC(=O)CSc1[nH]c2ccc(F)cc2c1[N+](=O)[O-] | 2 | -4 | -12 | 0.2 | 20 | -6 | -2 | 2.1
COc1ccc(C(=O)C2CCCN(Cc3ccc4nonc4c3)C2)c(C)c1 (stereo not drawn) | -2 | 3 | 19 | 0.0 | -20 | -4 | 28 | -1.2
CCC(=O)c1ccc(OCC(=O)OCC(=O)N(C)CC(=O)Nc2ccc(F)cc2)cc1 | -2 | 2 | 5 | 0.0 | -5 | -9 | -5 | -1.5
O=C(O)c1cccc(Sc2ccc(Br)cc2C(=O)O)c1 | -3 | -19 | -7 | -0.4 | 11 | -11 | -12 | -0.7
C[C@@H]1CN([C@@H](C)CO)C(=O)c2cccc(NC(=O)C3CC3)c2O[C@H]1CN(C)Cc1ccc(Cl)c(Cl)c1 | 11 | 0 | 6 | 0.1 | -17 | 13 | . | 0.4
